APOBEC3A inh: blocks human APOBEC3A ssDNA deamination. P31941. recombinant A3A, FAM/TAMRA ssDNA deamination fluorescence. inhibition, % at 20 µM. hit rate 0.41% among 330,000;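 active means at least 40% inhibition at 20 µM here, with at most 30% in a related deaminase screen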;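 further: plate controls were A3A with DMSO for no effect and wells lacking A3A enzyme for full effect; some results filed as inactive read as strong as hits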
CCR6 antagonist: CCR6 (human) receptor antagonism; P51684; CHO-K1 CCR6 PathHunter beta-arrestin, luminescence, CCL20-stimulated; hit rate 0.49% among 340,000; inhibition, % at 20 µM;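 active means compounds whose inhibition of the agonist-driven luminescence signal at 20 µM reaches about 50%, limit read from the data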;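 further: cells stimulated with CCL20 at 14 nM final; plate controls were DMSO with CCL20 for no effect and DMSO without agonist for full effect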
Target sequence (P51684 whole entry, looked up): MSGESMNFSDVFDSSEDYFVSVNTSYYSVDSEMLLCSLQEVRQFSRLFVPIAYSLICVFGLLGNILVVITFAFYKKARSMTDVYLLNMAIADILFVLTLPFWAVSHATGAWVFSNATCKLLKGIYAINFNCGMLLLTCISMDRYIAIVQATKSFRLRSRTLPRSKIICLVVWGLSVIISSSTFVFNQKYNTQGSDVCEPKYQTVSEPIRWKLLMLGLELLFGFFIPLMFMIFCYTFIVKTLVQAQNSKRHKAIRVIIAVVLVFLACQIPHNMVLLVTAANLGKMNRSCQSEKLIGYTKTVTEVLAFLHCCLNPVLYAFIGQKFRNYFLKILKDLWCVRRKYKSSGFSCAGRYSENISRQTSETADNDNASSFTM
A3G deaminase: inhibitors of human APOBEC3G DNA deaminase. Q9HC16. inhibition, % at 20 µM. recombinant A3G, ssDNA deamination FAM/TAMRA fluorescence. hit rate 0.28% among 330,000;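 active means inhibition of at least 40% at 20 µM, with no more than 30% in the related APOBEC3A deaminase screen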;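 further: plate controls were DMSO wells with A3G for no effect and wells lacking A3G enzyme for full effect; some compounds called inactive have numbers as strong as hits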
Target sequence (Q9HC16 whole entry, looked up): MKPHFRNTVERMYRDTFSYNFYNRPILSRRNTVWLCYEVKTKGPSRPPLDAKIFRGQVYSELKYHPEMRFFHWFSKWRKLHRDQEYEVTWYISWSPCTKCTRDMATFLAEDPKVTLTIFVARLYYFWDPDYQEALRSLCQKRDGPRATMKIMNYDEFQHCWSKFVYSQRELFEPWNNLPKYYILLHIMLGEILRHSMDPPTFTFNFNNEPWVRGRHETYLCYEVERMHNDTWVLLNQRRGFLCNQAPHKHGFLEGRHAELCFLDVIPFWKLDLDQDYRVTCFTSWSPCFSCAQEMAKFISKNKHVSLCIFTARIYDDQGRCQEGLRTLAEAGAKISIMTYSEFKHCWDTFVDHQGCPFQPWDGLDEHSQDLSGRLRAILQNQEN
Gli-Sufu block: antagonists of Gli-Sufu signaling; Sufu-KO-LIGHT fibroblasts, Gli luciferase reporter luminescence; inhibition, % at 5 µM; hit rate 0.74% among 340,000;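 active means inhibition above about 55%, limit read from the data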;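 further: 0% = DMSO-treated cells and 100% = wells with medium but no cells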
CXCR6 inh: inhibitors of human CXCR6 receptor | O00574 | CHO-K1 PathHunter CXCR6 beta-arrestin, luminescence | AID 602244 | hit rate 0.36% among 360,000 | inhibition, % at 20 µM; in the data active means inhibition above about 34%, passing the limit was not always enough;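 further: antagonist mode with CXCL16 agonist at 10 nM final; 0% = 10 nM CXCL16 with DMSO and 100% = unstimulated wells without agonist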
EBI2 antag: blocks human EBI2 receptor beta-arrestin signaling. P32249. EBI2 beta-arrestin recruitment, luminescence, 7a,25-OHC stimulated. inhibition, % at 5 µM. hit rate 0.81% among 360,000; in the data active means inhibition above about 38%;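 further: enzyme fragment complementation signal reports receptor beta-arrestin coupling in cells; 0% = agonist plus DMSO wells and 100% = wells without agonist; some results beyond the cut were filed as inactive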
Target sequence (P32249 whole entry, looked up, the tested form may be a part): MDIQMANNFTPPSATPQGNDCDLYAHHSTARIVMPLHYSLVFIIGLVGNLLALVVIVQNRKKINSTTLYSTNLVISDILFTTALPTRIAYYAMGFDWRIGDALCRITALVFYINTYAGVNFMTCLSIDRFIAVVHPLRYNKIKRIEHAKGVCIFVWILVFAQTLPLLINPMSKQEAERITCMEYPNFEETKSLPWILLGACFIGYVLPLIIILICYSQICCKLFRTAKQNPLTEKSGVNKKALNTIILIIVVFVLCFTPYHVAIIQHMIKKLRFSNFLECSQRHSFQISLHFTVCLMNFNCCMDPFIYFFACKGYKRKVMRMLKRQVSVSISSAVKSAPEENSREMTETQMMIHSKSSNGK
MPTP inh: permeability transition pore inhibition; isolated mouse mitochondria, Ca2+ swelling absorbance, 30 min; inhibition, % at 10 µM; hit rate 1.4% among 360,000; AID 602449;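 active means inhibition of 50% or more, scaled per plate between neutral and stimulator controls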;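 further: 0% = DMSO wells given calcium and 100% = 1 mM EGTA wells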
GRIN3A LBD mod: modulators (binders) of human NR3A ligand-binding domain; Tm shift relative to glycine control, % at 25 µM; NR3A LBD differential scanning fluorimetry, Tm shift; 0% = protein alone, 100% = glycine-bound protein; hit rate 2.5% among 340,000;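 active means melting temperature shift of at least 10% of the positive control shift, at one fixed dose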
Active calls of the source: *.

How did CC(C)C(OC(=O)c1nsc(Cl)c1Cl)C(=O)NCc1ccccc1 (centres undefined) do in these assays?
APOBEC3A inh: -1; CCR6 antagonist: 7; A3G deaminase: -13; Gli-Sufu block: -6; CXCR6 inh: 3; EBI2 antag: -10; MPTP inh: -0.5; GRIN3A LBD mod: -1

What do the screens show for `COc1ccc(-c2c(C#Cc3ccsc3)c3cc(-c4ccc(OC)c(F)c4)ccc3n2C)cc1`?
APOBEC3A inh: -1; CCR6 antagonist: -3; A3G deaminase: -9; Gli-Sufu block: 15; CXCR6 inh: -3; EBI2 antag: -7; MPTP inh: -0.9; GRIN3A LBD mod: -1

What do the screens show for `CN(C(=O)c1cccc(NC(=O)Cc2cccc(NC(=O)C3CCCN(C(=O)C4CCCC4)C3)c2)c1)C1CCC1` (centres undefined)?
CCR6 antagonist: -3; Gli-Sufu block: -1; CXCR6 inh: -6; EBI2 antag: -4; MPTP inh: -1.3; GRIN3A LBD mod: -1

How did CCCc1nnc2n1N=C(c1ccc(OC)c(OC)c1)CS2 do in these assays?
APOBEC3A inh: -1; CCR6 antagonist: 11; A3G deaminase: -7; Gli-Sufu block: 9; CXCR6 inh: 3; EBI2 antag: -2; MPTP inh: -0.3; GRIN3A LBD mod: -1

What do the screens show for `CCC(=O)N(C1=C(NC(C)C)C(=O)c2ccccc2C1=O)C(C)C`?
APOBEC3A inh: -2; CCR6 antagonist: -3; A3G deaminase: -4; Gli-Sufu block: 8; CXCR6 inh: -4; EBI2 antag: -8; MPTP inh: -1.6; GRIN3A LBD mod: -2

Results for COCC(C)NC(=O)C1CC(c2cccc(Br)c2)=NO1 (centres undefined) ?
APOBEC3A inh: -6; CCR6 antagonist: -1; A3G deaminase: -6; Gli-Sufu block: 8; CXCR6 inh: 1; EBI2 antag: 0; MPTP inh: -0.3; GRIN3A LBD mod: 0

Results for CCOC(OCC)c1cc2ccccc2cn1 ?
APOBEC3A inh: -4; CCR6 antagonist: 1; A3G deaminase: -9; Gli-Sufu block: -13; CXCR6 inh: -1; EBI2 antag: 0; MPTP inh: -1.8; GRIN3A LBD mod: 2

What do the screens show for `CC(C)N(Cc1nnc(-c2ccc(Cl)cc2)o1)C(=O)C1=COCCO1`?
APOBEC3A inh: -2; CCR6 antagonist: 5; A3G deaminase: -9; Gli-Sufu block: -2; CXCR6 inh: 0; EBI2 antag: -12; MPTP inh: -2.4; GRIN3A LBD mod: -1

What do the screens show for `COc1ccc([N+](=O)[O-])cc1NS(=O)(=O)c1cc(C(=O)N2CCN(C)CC2)ccc1OC`?
APOBEC3A inh: -4; CCR6 antagonist: 11; A3G deaminase: -8; Gli-Sufu block: -3; CXCR6 inh: 4; EBI2 antag: -11; MPTP inh: -0.8; GRIN3A LBD mod: 0

What do the screens show for `c1ccc(Cc2nnc(N3CCCCC3)c3ccccc23)cc1`?
APOBEC3A inh: 1; CCR6 antagonist: 14; A3G deaminase: 0; Gli-Sufu block: 5; CXCR6 inh: 11; EBI2 antag: -1; MPTP inh: 0.5; GRIN3A LBD mod: -3

What do the screens show for `COCCCNC(=O)[C@H](Cc1c[nH]c2ccccc12)NC(=O)OCc1ccccc1`?
APOBEC3A inh: -3; CCR6 antagonist: 8; A3G deaminase: -6; Gli-Sufu block: -4; CXCR6 inh: -3; EBI2 antag: -7; MPTP inh: -1.1; GRIN3A LBD mod: -1

What do the screens show for `O=C(Nc1cc2c(cc1Cl)OCCO2)c1ccco1`?
APOBEC3A inh: -1; CCR6 antagonist: 9; A3G deaminase: -8; Gli-Sufu block: -57; CXCR6 inh: 7; EBI2 antag: 2; MPTP inh: -0.4; GRIN3A LBD mod: -1

Results for CC1CCCC(NC(=O)CN(C)S(=O)(=O)c2cnc[nH]2)C1C (centres undefined) ?
APOBEC3A inh: -3; CCR6 antagonist: 16; A3G deaminase: -6; Gli-Sufu block: -1; CXCR6 inh: -13; EBI2 antag: -5; MPTP inh: -1.3; GRIN3A LBD mod: -1

Results for CCOc1ccc(NC(=O)CC2C(=O)N(c3ccc(OC)c(Cl)c3)C(=S)N2C2CC2)cc1 (centres undefined) ?
APOBEC3A inh: 2; CCR6 antagonist: 9; A3G deaminase: -4; Gli-Sufu block: 6; CXCR6 inh: -7; EBI2 antag: -4; MPTP inh: -0.8; GRIN3A LBD mod: 25*

How did CC(C)c1ncc(C(O)c2ccccc2)n1C (centres undefined) do in these assays?
APOBEC3A inh: -6; CCR6 antagonist: -4; A3G deaminase: -7; Gli-Sufu block: -4; CXCR6 inh: 2; EBI2 antag: -1; MPTP inh: 3.0; GRIN3A LBD mod: 3

Results for COc1ccccc1/C=C/C(=O)Nc1cccc(C(C)=O)c1 ?
APOBEC3A inh: -1; CCR6 antagonist: 5; A3G deaminase: -8; Gli-Sufu block: -38; CXCR6 inh: -5; EBI2 antag: 12; MPTP inh: 1.6; GRIN3A LBD mod: 21*

How did COc1ccc(OCC(=O)C2CC2)c(C#N)c1 do in these assays?
APOBEC3A inh: -1; CCR6 antagonist: -4; A3G deaminase: 2; Gli-Sufu block: -6; CXCR6 inh: 6; EBI2 antag: -8; MPTP inh: -0.2; GRIN3A LBD mod: -2

Results for COc1ccccc1N1CCN(S(=O)(=O)c2ccc3c(c2)NC(=O)C(C)S3)CC1 (centres undefined) ?
APOBEC3A inh: -3; CCR6 antagonist: 6; A3G deaminase: -9; Gli-Sufu block: 6; CXCR6 inh: -27; EBI2 antag: -2; MPTP inh: 9.1; GRIN3A LBD mod: -1

How did O=C(CN1C(=O)NC2(CCOc3ccccc32)C1=O)Nc1ccc(F)c(F)c1F (centres undefined) do in these assays?
APOBEC3A inh: 6; CCR6 antagonist: 2; A3G deaminase: -6; Gli-Sufu block: -8; CXCR6 inh: -2; EBI2 antag: -4; MPTP inh: -0.4; GRIN3A LBD mod: -4

Results for CCOC(=O)CC1C(=O)NCCN1C(=O)c1c(F)cccc1F (centres undefined) ?
APOBEC3A inh: 2; CCR6 antagonist: -2; A3G deaminase: 1; Gli-Sufu block: 2; CXCR6 inh: -6; EBI2 antag: 3; MPTP inh: 6.1; GRIN3A LBD mod: -2

How did COc1ccc(NC(=O)CN2C(=O)/C(=C3\SC(=S)N(C4CCS(=O)(=O)C4)C3=O)c3ccccc32)cc1 (centres undefined) do in these assays?
APOBEC3A inh: 0; CCR6 antagonist: 16; A3G deaminase: 1; Gli-Sufu block: 8; CXCR6 inh: 12; EBI2 antag: 18; MPTP inh: 5.4; GRIN3A LBD mod: -1

How did Cc1sc2nc(CSc3ccccc3)nc(N3CCC(C(N)=O)CC3)c2c1C do in these assays?
APOBEC3A inh: 1; CCR6 antagonist: 11; A3G deaminase: -1; Gli-Sufu block: 9; CXCR6 inh: 6; EBI2 antag: 9; MPTP inh: -1.9; GRIN3A LBD mod: 4

Results for Cc1cc(C)c(C(=O)CSc2nnc(N)s2)c(C)c1 ?
APOBEC3A inh: -2; CCR6 antagonist: 10; A3G deaminase: -11; Gli-Sufu block: 3; CXCR6 inh: -5; EBI2 antag: 1; MPTP inh: 1.6; GRIN3A LBD mod: -1

Results for FC(F)(F)c1nnc2n1N=C(c1ccccc1)CS2 ?
APOBEC3A inh: -3; CCR6 antagonist: -3; A3G deaminase: -6; Gli-Sufu block: 3; CXCR6 inh: 2; EBI2 antag: 0; MPTP inh: 0.8; GRIN3A LBD mod: -1

How did Cc1cccc(NC(=O)c2cc[n+]([O-])cc2)c1C do in these assays?
APOBEC3A inh: -7; CCR6 antagonist: 8; A3G deaminase: 1; Gli-Sufu block: 4; CXCR6 inh: 7; EBI2 antag: 0; MPTP inh: 0.3; GRIN3A LBD mod: 1

How did CCn1c(C)nc2cc(C(=O)N/N=C/c3ccccc3C)ccc21 do in these assays?
APOBEC3A inh: -1; CCR6 antagonist: -9; A3G deaminase: -6; Gli-Sufu block: -82; CXCR6 inh: -1; EBI2 antag: -36; MPTP inh: 1.3; GRIN3A LBD mod: -1

What do the screens show for `CC(C)CNC(=O)NC(=O)COc1c(F)c(F)cc(F)c1F`?
APOBEC3A inh: 0; CCR6 antagonist: 9; A3G deaminase: -6; Gli-Sufu block: 0; CXCR6 inh: 8; EBI2 antag: 11; MPTP inh: 2.8; GRIN3A LBD mod: -2

What do the screens show for `CC(C)C1(c2ccsc2)NC(=O)NC1=O` (centres undefined)?
CCR6 antagonist: 0; Gli-Sufu block: -9; CXCR6 inh: -7; EBI2 antag: -5; MPTP inh: -0.4; GRIN3A LBD mod: 0

Results for CC(C)(O)c1[nH]c2cc(C(F)(F)F)ccc2c1C(C)(C)O ?
APOBEC3A inh: 0; CCR6 antagonist: 2; A3G deaminase: -11; Gli-Sufu block: -1; CXCR6 inh: 5; EBI2 antag: -9; MPTP inh: 0.9; GRIN3A LBD mod: -4

What do the screens show for `COc1ccc(/C=N/NC(=O)c2cc(-c3cccnc3)nc3ccccc23)c(OC)c1`?
APOBEC3A inh: 0; CCR6 antagonist: 5; A3G deaminase: -5; Gli-Sufu block: 35; CXCR6 inh: -17; EBI2 antag: -8; MPTP inh: 17; GRIN3A LBD mod: -25

Next section (2 carried over from the part before).
Results for CC(C)(O)c1[nH]c2cc(C(F)(F)F)ccc2c1C(C)(C)O ?
APOBEC3A inh: 0; CCR6 antagonist: 2; A3G deaminase: -11; Gli-Sufu block: -1; CXCR6 inh: 5; EBI2 antag: -9; MPTP inh: 0.9; GRIN3A LBD mod: -4

What do the screens show for `COc1ccc(/C=N/NC(=O)c2cc(-c3cccnc3)nc3ccccc23)c(OC)c1`?
APOBEC3A inh: 0; CCR6 antagonist: 5; A3G deaminase: -5; Gli-Sufu block: 35; CXCR6 inh: -17; EBI2 antag: -8; MPTP inh: 17; GRIN3A LBD mod: -25

How did CCC(C)c1ccccc1NC(=O)c1[nH]c(C)c(C(C)=O)c1C (centres undefined) do in these assays?
APOBEC3A inh: -3; CCR6 antagonist: 18; A3G deaminase: -13; Gli-Sufu block: 15; CXCR6 inh: 0; EBI2 antag: -4; MPTP inh: -0.9; GRIN3A LBD mod: 1

What do the screens show for `COc1ccc(-n2ncc3c2CC(C)(C)CC3NC(=O)Cc2nonc2C)cc1` (centres undefined)?
APOBEC3A inh: -4; CCR6 antagonist: -4; A3G deaminase: -5; Gli-Sufu block: -2; CXCR6 inh: -3; EBI2 antag: -9; MPTP inh: -0.7; GRIN3A LBD mod: 0

What do the screens show for `CC(C)c1ccc(C(C(=O)NC2CCCC2)N(C(=O)CNC(=O)c2ccco2)c2cccnc2)cc1` (centres undefined)?
APOBEC3A inh: 2; CCR6 antagonist: -1; A3G deaminase: -2; Gli-Sufu block: 12; CXCR6 inh: -7; EBI2 antag: -1; MPTP inh: -0.3; GRIN3A LBD mod: -1

What do the screens show for `Cc1cccc(NC(=O)c2ccc3c(=O)n4c(nc3c2)CCCCC4)n1`?
APOBEC3A inh: -3; CCR6 antagonist: 3; A3G deaminase: -5; Gli-Sufu block: -76; CXCR6 inh: 2; EBI2 antag: -2; MPTP inh: -3.7; GRIN3A LBD mod: 2

How did Cc1nnc(SCCCn2c(N3CCN(c4ccccc4)CC3)nc3c2c(=O)[nH]c(=O)n3C)s1 do in these assays?
APOBEC3A inh: -3; CCR6 antagonist: 2; A3G deaminase: -5; Gli-Sufu block: 20; CXCR6 inh: -5; EBI2 antag: -2; MPTP inh: -0.2; GRIN3A LBD mod: -3

How did CCCCNC(=O)CNC(=S)N(Cc1ccccc1)Cc1cccs1 do in these assays?
APOBEC3A inh: -9; CCR6 antagonist: 12; A3G deaminase: -12; Gli-Sufu block: -3; CXCR6 inh: 8; EBI2 antag: -1; MPTP inh: -0.7; GRIN3A LBD mod: 1

Results for COc1ccc(CN2CCNC(=O)C2CC(=O)N(C)Cc2nccn2C)cc1OC (centres undefined) ?
APOBEC3A inh: -8; CCR6 antagonist: -4; A3G deaminase: -6; Gli-Sufu block: -12; CXCR6 inh: 2; EBI2 antag: 5; MPTP inh: 0.9; GRIN3A LBD mod: -2

How did CC1CN(C(=O)c2ccc(CNS(=O)(=O)c3cccc(Cl)c3)cc2)CC(C)O1 (centres undefined) do in these assays?
APOBEC3A inh: 1; CCR6 antagonist: 1; A3G deaminase: -4; Gli-Sufu block: 2; CXCR6 inh: 6; EBI2 antag: -11; MPTP inh: -1.7; GRIN3A LBD mod: 1

Assay outcomes deposited in PubChem by Sanford-Burnham Center for Chemical Genomics.
